H9c2 protect: cardioprotection against H2O2-induced cell death, primary screen, uHTS, H9c2 cells, ATPLite luminescence; hit rate 0.63% among 360,000; H9c2 cardiomyocytes, H2O2 injury protection, 2 h; AID 588492, 2011; protection from H2O2 cell death, % at 20 µM;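 active means compounds giving at least 50% protection of heart cells from peroxide-induced death in the single-dose screen, raw or plate-pattern-corrected value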;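 further: 0% = DMSO wells with peroxide and 100% = DMSO wells without peroxide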
MC4R ag barr: MC4R agonists recruiting beta-arrestin, primary screen, cell-based, luminescence, agonist arm of biased-ligand search | Melanocortin receptor 4 (Homo sapiens), P32245 | U2OS MC4R beta-arrestin complementation; percent of melanotan II response, DMSO zero | activation, % at 8.9 µM | hit rate 0.98% among 360,000 | AID 540308, 2011;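 active means activation above a per-plate cutoff, the mean activation of sample wells on that plate plus 3 SD, cut at about 8% in these data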
Target sequence (P32245 whole entry, looked up): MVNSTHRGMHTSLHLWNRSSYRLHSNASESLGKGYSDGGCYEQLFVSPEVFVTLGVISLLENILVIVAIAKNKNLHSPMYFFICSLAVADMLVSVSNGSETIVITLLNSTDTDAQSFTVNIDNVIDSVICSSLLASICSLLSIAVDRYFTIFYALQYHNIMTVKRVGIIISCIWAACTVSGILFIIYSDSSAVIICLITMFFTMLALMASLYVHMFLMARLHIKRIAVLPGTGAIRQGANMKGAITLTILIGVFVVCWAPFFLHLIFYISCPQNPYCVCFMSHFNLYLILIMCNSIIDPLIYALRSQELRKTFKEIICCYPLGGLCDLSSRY
HTR2A ag: mouse Htr2a agonists via beta-arrestin recruitment, primary screen, cell-based, luminescence; AID 624169, 2012; hit rate 0.66% among 360,000; CHO-K1 mHTR2A beta-arrestin complementation; percent of 30 µM serotonin response; activation, % at 7.6 µM;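 active means activation above a run cutoff, the mean activation of all tested compounds plus 3 SD, cut at about 14% in these data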;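 further: 0% = plate median of compound wells and 100% = 30 µM serotonin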
aDG glyco up: activators of alpha-DG glycosylation, primary screen, uHTS, Pro5-aDG cells, AlphaScreen | activation, % at 10 µM | alpha-DG glycosylation AlphaScreen (IIH6); 0% Pro5, 100% B10-LARGE cell signal | hit rate 0.22% among 360,000;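 active means activation of at least 8% versus controls, or a plate z-score of at least 8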;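 further: Pro5 are CHO cells carrying HIG-tagged alpha-DG that lacks glycosylation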
MC4R antag cAMP: MC4R antagonists of cAMP signaling, primary screen, cell-based, TR-FRET, antagonist arm of biased-ligand search | hit rate 0.48% among 360,000 | MC4R-expressing cells, MTII-stimulated cAMP, LANCE TR-FRET | AID 540295, 2011 | inhibition, % at 6.5 µM;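 active means inhibition above its plate's cutoff, the mean of tested wells on that plate plus 3 SD, cut at about 29% in these data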;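 further: 0% = Melanotan II alone and 100% = Melanotan II plus saturating MCL0020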
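System: U2OS cells stably expressing human melanocortin 4 receptor (MC4R). Reagent: Melanotan II challenge after compound preincubation. Doses: 6.5 µM. Times: 30-min compound, 1-h challenge, 1-h detection, room temperature. Measured by: TR-FRET with Eu-cAMP and labeled anti-cAMP, 671 nm. Replicates: singlicate.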
PDI turbidity: inhibitors of human PDI, primary screen, biochemical, turbidity, single point, plate reader; Protein disulfide-isomerase (Homo sapiens), P07237; PDI insulin aggregation turbidity, A650, 90 min; inhibition, % at 10 µM; hit rate 0.052% among 350,000; AID 588391, 2011;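 active means mean inhibition across replicates of 30% or more, whatever share of single replicates reach that level; inconclusive means mean inhibition below 30% while every single replicate reaches 30%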;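 further: absorbance from insulin aggregation driven by PDI reduction with DTT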
Target sequence (P07237 whole entry, looked up): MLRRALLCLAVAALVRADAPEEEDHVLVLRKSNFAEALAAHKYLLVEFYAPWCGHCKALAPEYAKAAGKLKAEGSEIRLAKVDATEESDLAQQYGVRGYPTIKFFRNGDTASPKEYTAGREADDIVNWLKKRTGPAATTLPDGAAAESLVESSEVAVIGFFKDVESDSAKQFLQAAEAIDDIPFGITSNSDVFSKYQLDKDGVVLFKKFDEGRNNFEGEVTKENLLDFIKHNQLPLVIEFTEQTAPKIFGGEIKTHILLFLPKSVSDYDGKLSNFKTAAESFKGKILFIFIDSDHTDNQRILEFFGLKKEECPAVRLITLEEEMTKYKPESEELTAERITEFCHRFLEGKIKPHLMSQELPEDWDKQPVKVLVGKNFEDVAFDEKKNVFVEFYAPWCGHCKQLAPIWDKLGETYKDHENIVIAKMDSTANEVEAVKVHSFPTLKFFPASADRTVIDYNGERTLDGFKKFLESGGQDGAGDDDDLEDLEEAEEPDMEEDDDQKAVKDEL
Glyco luc inh: increase of ERlucT glycosylation luciferase signal, primary screen, N-linked glycosylation inhibitor project, D54 ERlucT cells, luminescence, set 2; D54 ERlucT glycosylation luciferase reporter, 24 h; percent of 100 nM tunicamycin response; reporter increase, % at 12.5 µM; hit rate 0.23% among 360,000;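 active means mean luciferase reporter signal, scaled so untreated is 0 and the glycosylation-blocking control 100, at or above a set limit in every replicate; inconclusive means mean reaches the limit but not every replicate does; inactive means mean below the limit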;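 further: luciferase carries N-glycosylation sites so blocking glycosylation raises the light; 0% = median of neutral control wells and 100% = median of 100 nM tunicamycin wells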
CaV13 ICDI inh: Primary screen for inhibitors of IQ motif and Ca2+-dependent inactivation inhibitor domain binding in CACNA1D, Förster resonance energy transfer in living cells, … | inhibition, % at 12.3 µM | HEK cells, CFP/YFP FRET ICDI-IQ, plate reader, 10 min; percent FRET-ratio fall versus neutral wells | hit rate 0.098% among 340,000;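 active means mean replicate inhibition of at least 30% and at least 1% of replicates passing that level; inconclusive means only one of the two criteria is met; inactive means neither criterion is met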;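 further: 0% = median of the neutral control wells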
Vif imaging: HIV Vif self-association inhibitors, primary screen, imaging, HEK293T, single point; HEK293T cells, Vif self-association by quenched fluorescence, 24 h; inhibition, % at 7.49 µM; hit rate 0.35% among 340,000; AID 602346, 2012; in the data active means inhibition above about 50%, passing the limit was not always enough; inconclusive means no clear call, values can overlap the other calls; inactive means below about 31%; further: some results filed as inactive read as strong as hits
ABCB6 inh 2: ABCB6 transporter inhibitors, primary screen, K562-ABCB6 cells, flow cytometry, MLPCN library. fluorescence ratio to DMSO, % at 10 µM. ATP-binding cassette sub-family B member 6 (Homo sapiens), Q9NP58. K562-ABCB6 porphyrin accumulation, 1 h; stronger effect = lower value. hit rate 0.19% among 360,000. AID 602162, 2011;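 active means fluorescence ratio to DMSO below 75%, the collection mean minus 3 SD; inconclusive means too few cells collected in the well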;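 further: signal is porphyrin accumulated inside mitochondria; 100% equals median channel fluorescence of DMSO control wells; lower ratio means ABCB6 inhibition with less porphyrin fluorescence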
Starred values were filed as active, the others as inactive; ? = inconclusive; · = no result given.

SMILES	H9c2 protect	MC4R ag barr	HTR2A ag	aDG glyco up	MC4R antag cAMP	PDI turbidity	Glyco luc inh	CaV13 ICDI inh	Vif imaging	ABCB6 inh 2
OCC1OC(O)CC(O)C1O (stereo not drawn)	-4	0.6	-2	-0.2	2	·	2	·	-7	103
CCc1ccc(C(=O)Nc2cc3c(cc2Cl)OCCCO3)cc1	-17	-1.0	-4	0.1	12	0	-3	·	-2	119
CN1N=C(c2ccc(Cl)cc2)CC(c2ccc(Cl)cc2)C1=O (stereo not drawn)	-6	0.7	1	0.4	4	2	-3	7	-1	100
COc1cc([C@@H]2c3cc4c(cc3[C@@H](O)[C@H]3COC(=O)[C@H]23)OCO4)cc(OC)c1O[Si](C)(C)C(C)(C)C	-18	6.0	4	0.1	-1	3	-11	-5	·	95
O=S1(=O)CC(NCc2ccccc2)C(Nc2ccc(Cl)cc2)C1 (stereo not drawn)	5	0.8	-4	0.0	-2	-2	-2	·	-25	102
CCNC(=O)CCS(=O)(=O)c1ccc2ccccc2c1	-8	-0.1	16*	-0.1	-5	9	-3	-4	-11	96
O=C(c1ccc(Cl)cc1)c1ccc(CN2C(=O)c3ccccc3C2=O)o1	-10	-2.3	-12	-0.2	-1	-6	0	-4	0	92
COc1ccc(/C=N/Nc2nnc(Cc3ccc(OC)c(OC)c3)c(=O)[nH]2)cc1OC	2	0.5	-1	0.1	-5	0	1	-18	20	107
COCCNC(=O)c1cnn2c(C(F)(F)F)cc(-c3ccc4c(c3)OCO4)nc12	7	-2.5	-4	-0.2	3	1	2	-4	9	104
COc1ccc(C(=O)NC(=S)NCc2ccccc2)cc1OC	3	0.1	-4	0.0	1	3	1	-7	10	90
COc1ccc(-c2oc3cc(OC(C)=O)cc(OC(C)=O)c3c(=O)c2OC)cc1	-3	0.2	-1	0.3	-15	4	4	-8	-6	97
COc1ccc([C@@H]2[C@@H]3C(=O)N(C(C)(C)C)C(=O)[C@@H]3[C@]3(CC(C)C)C(=O)N(c4cccc(Br)c4)C(=O)N23)cc1	-6	-0.6	-2	0.8	7	9	-3	-4	0	94
NS(=O)(=O)c1ccc(NC(=O)CN2CCCc3ccccc32)cc1	2	0.9	1	1.4	-6	-2	-1	-13	-7	99
COc1ccc(C2CC(=O)c3cnc(N)nc3C2)c(OC)c1 (stereo not drawn)	21	-2.2	-2	0.2	0	12	1	·	-4	93
O=C(Nc1ccc(S(=O)(=O)N2CCOCC2)cc1)c1cc(S(=O)(=O)N2CCOCC2)ccc1Cl	-7	1.1	1	-0.3	11	4	-4	-2	-5	97
Cc1cc(Oc2ccc(N)cn2)cc(C)c1Cl	0	-1.0	-4	-0.1	4	-9	2	3	0	94
CCCc1cc(=O)oc2cc(OCC(=O)NCCc3c[nH]c4ccccc34)ccc12	0	17*	3	-0.4	4	·	0	·	-3	101
COc1ccc(CN2C(=O)COc3ccccc3C2c2nc3ccccc3[nH]2)cc1 (stereo not drawn)	·	·	1	0.1	·	·	·	-7	·	99
O=C1CC(c2ccc3c(c2)OCO3)c2cc3c(cc2N1)OCCO3 (stereo not drawn)	-17	-3.5	-1	0.6	7	-7	-1	-2	-1	104
CCOc1ccc2c(c1)C(C)=CC(C)(C)N2S(=O)(=O)c1ccc(C)cc1	-18	0.5	-2	-0.4	-20	5	8	-5	46	98
COC(=O)c1cc(OC)c(OC)cc1NC(=O)c1c(-c2ccccc2Cl)noc1C	13	-0.8	-2	-0.1	-9	4	5	-5	-14	96
CC(C)(C)NC(=O)C(c1ccccc1)N(C(=O)c1csnn1)C1CC1 (stereo not drawn)	1	-1.2	3	-0.1	7	2	-2	-6	2	90
COC(=O)C1=C(CSc2nc3ccccc3o2)NC(=O)NC1c1cc(C)ccc1C (stereo not drawn)	-11	0.1	12	0.1	1	-4	-4	0	-5	93
CC(C)(C)C(=O)NC1(C(F)(F)F)N=C2SCCN2C1=O (stereo not drawn)	9	-1.8	4	-0.1	0	-10	1	-5	-3	96
O=C(CC(=O)Nc1ccc(F)cc1)Nc1ccc(F)cc1	-6	-0.8	4	-0.1	14	-7	4	-4	6	97

Single entries from above:
Under H9c2 protect, CC(C)(C)NC(=O)C(c1ccccc1)N(C(=O)c1csnn1)C1CC1 (stereo not drawn) has 1
Under PDI turbidity, CN1N=C(c2ccc(Cl)cc2)CC(c2ccc(Cl)cc2)C1=O (stereo not drawn) has 2

Other entries:
SMILES	H9c2 protect	MC4R ag barr	HTR2A ag	aDG glyco up	MC4R antag cAMP	PDI turbidity	Glyco luc inh	CaV13 ICDI inh	Vif imaging	ABCB6 inh 2
COc1ccc2c(c1)CC[C@@H]1[C@@H]2CC[C@]2(C)[C@@H](C(C)=O)C[C@@H]12	-9	0.8	0	0.2	3	8	0	-10	0	96
COc1cccc(Nc2nc3ccccc3n3cnnc23)c1	86*	0.5	1	-0.2	-10	-2	8	-6	·	100
CC1CC(C)CN(C(=O)CSc2nnc(-c3ccc(Cl)cc3)o2)C1 (stereo not drawn)	-21	0.3	-2	0.2	18	·	0	-2	11	97
Cc1ccc(-c2nc(N=Nc3ccc(O)cc3)n[nH]2)cc1	23	-1.3	0	-0.4	7	-2	15	-7	-19	99
COc1ccc(C(C)=O)cc1CSc1ccc(S(=O)(=O)N2CCCCC2)cn1	-1	-2.4	-8	0.1	7	-4	-4	-6	-3	93
CCOC(=O)/C(=N\Nc1ccc(Cl)cc1)c1csc(Nc2ccccc2)n1	3	-2.9	-1	-0.3	5	-9	-4	-6	11	92
O=C(NCC1CCCO1)c1ccc(/C=N/O)nc1 (stereo not drawn)	0	-1.3	2	-0.2	16	8	-2	·	11	96
COc1ccc(C(=O)Nc2ccccc2C(=O)N/N=C/c2ccc(O)c(OC)c2)cc1	-38	-2.1	-3	-0.3	16	9	-12	·	-8	87
CC(C)CN(C(=O)COC(=O)c1ccc(C#N)cc1)C1CCS(=O)(=O)C1 (stereo not drawn)	1	-1.1	-10	-0.3	5	-7	1	-6	-2	100
Cc1nn(C)c(C)c1C1C(C#N)=C(N)Oc2n[nH]c(C)c21 (stereo not drawn)	1	-2.2	5	0.1	1	3	2	-5	8	99
CNC(=S)N1CCC(C(=O)c2ccc(Cl)cc2)CC1	-2	-2.4	0	0.1	-1	-2	1	-9	0	100
Cc1cc(C)c(S(=O)(=O)NCc2cccs2)cc1C	-4	1.7	-4	-0.1	18	5	-1	-5	1	79
C/C(=N\O)c1ccc(Cl)cc1Cl	0	1.0	-2	-0.1	-2	2	1	-5	-4	102
COc1ccc(Cc2nnc(NC(=O)Nc3ccc(C)cc3)s2)cc1OC	-4	1.1	5	0.1	-9	-8	-1	-2	1	99
Cc1occc1C(=O)Nc1ccc([N+](=O)[O-])cc1Br	-3	1.2	-5	-0.1	5	-5	-2	·	-4	97
COc1cc(OC)cc(C(=O)Nc2ccccc2S(=O)(=O)N2CCCC2OC(C)=O)c1 (stereo not drawn)	3	-0.9	1	0.1	4	-10	6	-4	-6	92
COc1ccc(NC2=CC(c3cccc(OC)c3)N(c3ccc(OC)cc3)C2=O)cc1 (stereo not drawn)	-1	-0.7	-1	-0.1	3	-4	-1	-20	7	96
CCC(=O)Nc1cccc(C(=O)/C=C/c2ccc(F)cc2)c1	-22	1.6	1	0.2	-6	2	-14	-2	-9	105
CC(C)c1ccc(NC(=O)c2cnn(-c3ccccc3)c2NC(=O)c2ccco2)cc1	-8	2.8	-3	-0.4	2	-5	2	-7	-2	96
Nc1[nH]c(=O)nc(Nc2ccccc2)c1N=O	-1	1.3	3	0.0	-18	0	2	-5	12	97
Cn1ncc(Cl)c1C(=O)N1CCC(Cc2ccccc2)CC1	-1	-2.2	-6	0.2	-1	2	-1	-3	-33	101
CCOc1ccc(C(=O)C(C)OC(=O)CN2C(=O)NC(C)(C)C2=O)cc1 (stereo not drawn)	0	-0.2	3	-0.2	-6	0	4	-4	0	98
CC(C)CCCN1C(Nc2ccccc2)=NC[C@@H]1C	-9	-0.3	-2	0.0	6	-3	1	-10	0	94
CCCC(=O)Nc1nc(C)c(-c2csc(Nc3ccccc3C)n2)s1	-2	-1.0	-3	0.0	1	1	-6	-10	-4	122
O=C(Nc1nnc(CCN2CCOCC2)s1)C1CCCCC1	-3	1.1	0	-0.2	2	6	1	-2	24	96

(list continues)
SMILES	H9c2 protect	MC4R ag barr	HTR2A ag	aDG glyco up	MC4R antag cAMP	PDI turbidity	Glyco luc inh	CaV13 ICDI inh	Vif imaging	ABCB6 inh 2
COc1ccc(NC(=O)c2cc3n(n2)C(C(F)(F)F)CC(c2ccc4c(c2)OCO4)N3)cc1OC (stereo not drawn)	16	-1.4	-1	-0.1	20	0	-5	·	-6	98
O=C(NCN1CCN(CCO)CC1)c1cnccn1	2	2.1	-2	-0.2	-3	2	1	-5	-3	95
CCC1Oc2ccccc2N(CC(=O)NC2CC2)C1=O (stereo not drawn)	-2	0.3	-1	-0.2	-3	11	0	-4	11	102
O=C(COC(=O)Cc1c[nH]c2ccccc12)Nc1cccc2ccccc12	4	0.4	-1	0.1	8	-1	0	-7	3	94
CCN1c2ccc(S(=O)(=O)N3CCOCC3)cc2N(Cc2ccc(OC)cc2)C1C (stereo not drawn)	-1	-1.8	-1	0.3	9	0	1	-5	0	100
CC(C)NC(=O)CSCc1c(F)cccc1Cl	-1	-0.3	-1	0.2	2	-8	4	-4	-19	99
Oc1ccc2ccccc2c1CNc1cnc2ccccc2c1	4	4.2	-2	0.0	14	12	2	-5	-1	104
CC1(Oc2ccc3ccccc3c2)CCN(Cc2cccn2-c2nccs2)C1 (stereo not drawn)	-25	-1.7	7	0.7	0	-3	-1	-3	-2	102
CCCCNC(=O)C1(C)CCC(=O)N1C1CCN(Cc2ccccc2)CC1 (stereo not drawn)	1	·	6	-0.1	·	·	0	-11	·	99
COc1ccc(CCNC(=O)CCN2C(=O)C(C)Oc3ccc(C)cc32)cc1OC (stereo not drawn)	0	-0.7	3	0.1	1	0	-1	·	-12	101
Cc1ccc(SC[C@H](Cc2ccccc2)N2CCN(CC(C)C)CCC2=O)cc1	-14	7.7	-3	0.1	-2	-3	-3	-9	-5	95
COc1cc(C(=O)Nc2ccc(Nc3ccccc3)cc2)cc(OC)c1OC	3	-1.1	0	-0.2	8	-3	1	?	-12	102

Source: PubChem BioAssay (several laboratories)
